hERG WT inh: blocks the wildtype human KCNH2 potassium channel; U2OS, BacMam KCNH2, thallium flux FluxOr; active compounds read low; activity change, % at 1.84 µM; Q12809; 0.37% of 340,000 active;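 active means maximum activity change below -70%; inconclusive means maximum activity change between -70% and -50%; inactive means maximum activity change above -50%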; further: on the % scale 0 is the no-effect control and ±100 the full control effect
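U2OS cells were transduced with wild-type KCNH2 virus (2.03 x 10^8 / mL) for 4 h at room temperature, then cultured overnight at 37 C. Thallium flux was read with FluxOr dye. Rate constants were normalized to DMSO controls.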
Giardia kill: kills Giardia lamblia. Giardia lamblia trophozoite viability. activity change, % at 7.66 µM, hits read low. 0.15% of 340,000 active; in the data active means activity change below about -80%; inconclusive means between about -30% and that limit;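 further: parasites exposed to compound for two days anaerobically before the ATP read; on the % scale 0 is the no-effect control and ±100 the full control effect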
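Killing of trophozoites was scored by loss of ATP luminescence after a 48 hrs anaerobic exposure to compounds at 37 deg C, using 100 cells per well.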
TRPV1 agonist: activates the human vanilloid receptor TRPV1; TRPV1-expressing cells, Fluo-8 calcium influx, agonist mode; 0.19% of 320,000 active; activation, % at 8.33 µM; AID 540275; in the data active means activation above about 80%; inconclusive means between about 30% and that limit; further: 0% is about no effect
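TRPV1-expressing cells were cultured overnight at 35.5C and loaded with Fluo-8 calcium dye for 40 to 90 min at room temperature. After a 10 s baseline, compound was added and calcium influx was read kinetically for 3 min (ex 480/em 520 nm).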
Coupling enz: counter-screen for Giardia aldolase inhibitors: coupling enzyme system; coupling enzyme system counterscreen, AmpLite Red fluorescence; activity change, negative = inhibition, % at 58.2 µM, hits read low; 0.67% of 290,000 active; in the data active means activity change below about -30%; further: on the % scale 0 is the no-effect control and ±100 the full control effect
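Counterscreen lacking aldolase: glyceraldehyde-3-phosphate coupling-enzyme reagent preincubated 10 min at RT with compound (at 57.5 uM final), then substrate/coupling system with AmpLite Red added; fluorescence read at 525/598 nm after 20 min RT.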
Menin MLL FP TR: menin-MLL binding inhibition, Texas Red mutant peptide; Menin + Texas Red MLL mutant peptide, fluorescence polarization; Potency, µM (top dose mostly 61.6 µM), for the others: at the highest dose FP activity change, negative = inhibition, hits mostly inhibitors; 0.23% of 270,000 active; active means well fitted inhibition curve with a large enough effect in the polarisation, with a control signal flat, not every such curve was filed as active; inconclusive means small, poorly fitted or top-dose-only effect, or effect the other way, or a change in a side signal; inactive means no such curve, though single readings can be large or run the other way; the % refers to the polarisation; further: potency means the concentration at half of the fitted maximal effect; % of control where 0% means no effect; many of its hits are not listed in these tables
GALK inhibitor: blocks human galactokinase activity | P51570 | Purified GALK, Kinase-Glo residual ATP luminescence | Potency, µM (top dose mostly 57.5 µM), for the others: at the top dose activity change, negative = inhibition, most hits filed as inhibitors | 0.007% of 270,000 active; further: potency means the concentration at half of the fitted maximal effect; on the % scale 0 is the no-effect control and ±100 the full control effect
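5 nM enzyme, 35 uM ATP, 100 uM galactose, 20 mM HEPES pH8.0, 5 mM MgCl2; 1 h RT; residual ATP by Kinase-Glo Plus luminescence, qHTS format.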
KCNH2 3.1 block: KCNH2 3.1 (human) potassium channel inhibition | 0.95% of 340,000 active | activity change, % (tested at about 1.8 µM) | U2OS KCNH2 3.1, thallium flux FluxOr; active compounds read low | AID 720553;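 active means maximum activity change below -70%; inconclusive means maximum activity change from -70% to -50%; inactive means maximum activity change above -50%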;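 further: thallium influx rate constant from kinetic fluorescence after stimulation buffer; on the % scale 0 is the no-effect control and ±100 the full control effect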
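Kinetic fluorescence (2 min after stimulation buffer) measures Tl+ influx through KCNH2 3.1 expressed by viral transduction in U2OS cells; the rate constant is normalized against DMSO controls serving as positive and negative references.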
USP2a block: inhibitors of human ubiquitin-specific protease USP2a | Potency, µM (series often up to 38.3 µM), for the others: at the top dose activity change, negative = inhibition, usual class: inhibitors | AID 463254 | 0.01% of 330,000 active | O75604 | USP2 core, Ub-CHOP2 coupled fluorogenic reporter, 485/531;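 further: potency means the concentration at half of the fitted maximal effect; plate controls were DMSO wells for no effect and full inhibition by NEM control for full effect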
Target sequence (O75604 whole entry, looked up): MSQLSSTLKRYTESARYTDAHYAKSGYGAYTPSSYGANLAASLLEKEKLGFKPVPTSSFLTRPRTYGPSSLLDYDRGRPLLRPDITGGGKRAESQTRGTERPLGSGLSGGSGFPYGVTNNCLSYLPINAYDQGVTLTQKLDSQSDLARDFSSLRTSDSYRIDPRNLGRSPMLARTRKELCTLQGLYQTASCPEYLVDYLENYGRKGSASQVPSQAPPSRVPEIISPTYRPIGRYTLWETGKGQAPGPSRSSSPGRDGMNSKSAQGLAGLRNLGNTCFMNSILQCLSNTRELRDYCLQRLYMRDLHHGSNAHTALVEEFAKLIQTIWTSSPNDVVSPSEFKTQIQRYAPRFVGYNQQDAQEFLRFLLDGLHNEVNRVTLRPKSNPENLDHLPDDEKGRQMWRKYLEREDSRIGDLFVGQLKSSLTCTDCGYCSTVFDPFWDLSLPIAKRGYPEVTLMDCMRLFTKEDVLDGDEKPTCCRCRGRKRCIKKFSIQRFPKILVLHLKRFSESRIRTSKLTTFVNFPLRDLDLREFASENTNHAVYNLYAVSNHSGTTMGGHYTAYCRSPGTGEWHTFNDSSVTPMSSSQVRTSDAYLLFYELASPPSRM
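Deubiquitinase activity read as fluorescence (485/531 nm) after Ub-CHOP2 cleavage activates the enterokinase reporter on its substrate; USP2 core 10nM, Ub-CHOP2 and substrate 25nM each, 30min compound preincubation then 60min RT; data normalized to NEM, curves fitted.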
CXXC DNA block: MLL CXXC-DNA interaction inhibition; Q03164; MLL-CXXC / FITC-HOXA9 DNA fluorescence polarization; Potency, µM (top dose mostly 115 µM), for inactives: at the highest dose activity change, negative = inhibition, actives largely listed as inhibitors; 0.037% of 290,000 active; AID 2662; active means well fitted inhibition curve with a large enough effect in the polarisation, with a control signal flat, not every such curve was filed as active; inconclusive means small, poorly fitted or top-dose-only effect, or effect the other way, or a change in a side signal; inactive means no such curve, though single readings can be large or run the other way; the % refers to the polarisation; further: potency means the concentration at half of the fitted maximal effect
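Fluorescence polarization: 7 uM MLL-CXXC (stock) preincubated 5 min with compounds, then 50 nM fluorescein-HOX-A9 DNA (stock) added; 30 min ambient. Buffer 50 mM Tris-HCl pH 7.5, 50 mM NaCl, 1 mM DTT, 0.05% BSA.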
B2AR arrestin: agonists driving beta-arrestin recruitment to human beta2-adrenergic receptor; 0.02% of 330,000 active; AID 492947; beta-arrestin recruitment to beta2AR, cell-based reporter; Potency, µM (titrated, usually from 46.1 µM), inactives show top-dose activation, hits mostly activators;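 further: potency means the concentration at half of the fitted maximal effect; 0% = DMSO controls and full agonism = EC100 isoproterenol or metaproterenol; nearly all actives have a fitted effect of over 65% in size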
Target sequence (P07550 whole entry, looked up): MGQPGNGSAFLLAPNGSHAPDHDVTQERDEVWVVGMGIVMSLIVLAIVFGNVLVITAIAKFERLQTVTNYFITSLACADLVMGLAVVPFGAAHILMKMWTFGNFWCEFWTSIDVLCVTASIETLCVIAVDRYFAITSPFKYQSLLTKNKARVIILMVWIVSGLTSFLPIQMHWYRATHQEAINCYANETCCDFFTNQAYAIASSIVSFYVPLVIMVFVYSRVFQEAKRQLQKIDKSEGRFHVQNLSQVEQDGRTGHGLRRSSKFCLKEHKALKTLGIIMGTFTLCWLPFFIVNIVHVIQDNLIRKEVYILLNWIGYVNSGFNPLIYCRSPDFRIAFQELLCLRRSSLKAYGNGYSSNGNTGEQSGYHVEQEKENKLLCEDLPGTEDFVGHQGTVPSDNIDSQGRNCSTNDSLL
PKM2 activator: increases activity of human pyruvate kinase M2; purified PKM2, Kinase-Glo ATP luminescence, activation; response scale: 0% is enzyme alone, no compound; Potency, µM (top dose mostly 57.5 µM), for inactives: at the highest dose activation, actives largely listed as activators; 0.34% of 260,000 active; further: potency means the concentration at half of the fitted maximal effect; on the % scale 0 is the no-effect control and ±100 the full control effect; nearly all actives have a fitted effect of over 55% in size
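Purified hPK-M2 (>95%) run at intermediate activity with 0.1 mM ADP and 0.5 mM PEP in 50 mM imidazole pH 7.2, KCl, MgCl2; 1 h room temperature. ATP formed read by Kinase-Glo luminescence; normalized to uninhibited and no-enzyme controls.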
Starred values were filed as active, the others as inactive; ? = inconclusive; nt = no result given; [ ] = remark or other dose. Unless noted, the call rests on the fitted dose curve; in most records, active means well fitted curve in the direction sought with a large enough effect; inconclusive means small, poorly fitted or top-dose-only effect, or another doubt; inactive means no such curve, though single readings can be large; an effect the other way counts as inactive or inconclusive. Some of the compounds tested. The share of hits here may be higher or lower than overall.

SMILES	hERG WT inh	Giardia kill	TRPV1 agonist	Coupling enz	Menin MLL FP TR	GALK inhibitor	KCNH2 3.1 block	USP2a block	CXXC DNA block	B2AR arrestin	PKM2 activator
O=[N+]([O-])c1ccc(CN2CCN(c3ccccc3Cl)CC2)o1	5.1	?	20.2	-1.8	-10.8%	2.0%	0.2	-0.4%	-0.2%	-0.2%	-1.2%
Cc1c(N=Cc2ccc[nH]2)c(=O)n(-c2ccccc2)n1C	2.9	-15.7	-4.8	0.5	4.4%	2.5%	3.4	1.4%	10.5%	-0.1%	17.0%
CC(C)N(C(=O)NC(=O)Nc1ccccn1)S(C)(=O)=O	-0.6	-18.8	-1.2	1.3	4.9%	-0.1%	-1.2	1.6%	-0.2%	-0.5%	-1.8%
COc1ccc(CNC(=O)N[C@@H](Cc2c[nH]c3ccccc23)C(=O)O)cc1	5.8	-20.7	-1.3	1.7	7.2%	nt	-4.2	5.2%	?	0.3%	nt
CCCCOc1ccc(CON(C(C)=O)C(C)=O)cc1Cl	0.8	27.9	4.8	-0.7	nt	-2.2%	5.4	-1.1%	-2.8%	0.1%	-5.1%
COC(=O)[C@@]12CCCCN1[C@H](c1ccc(-c3ccccc3)c(OC)c1)[C@H]1C(=O)N(C)C(=O)[C@H]12	-11.2	-4.7	nt	nt	nt	nt	-5.9	2.8%	nt	-0.2%	nt
CCc1cc2cc(C)ccc2nc1SCC(=O)N1CC(=O)Nc2ccccc21	23.3	6.4	6.3	4.0	8.7%	4.7%	18.0	0.4%	8.3%	0.2%	13.4%
COc1ccccc1Cn1c(=S)[nH]c2ccccc2c1=O	5.8	5.5	?	-1.9	?	nt	11.4	2.0%	-1.2%	10.3%	nt
Cc1cc(C)c(OCC(=O)Nc2nc(-c3ccccn3)cs2)c(C)c1	10.3	13.2	4.0	-7.1	-1.2%	3.5%	-13.2	-0.6%	-4.7%	3.4%	-2.2%
COc1ccc(CCN(C(=O)Cn2nnc3ccccc32)C(C(=O)NCC2CCCO2)c2ccncc2)cc1OC (stereo not given)	-3.9	4.2	-1.4	-1.1	-8.1%	-1.5%	-8.1	2.8%	-8.5%	-0.2%	2.9%
Cc1ccccc1C(=O)NC(=S)Nc1ccccc1N1CCCC1	-7.1	-16.4	24.4	3.9	-0.4%	6.1%	-3.1	4.2%	?	0.3%	-4.7%
Cc1ccc(-n2ncc(C#N)c2/N=C/N2CCN(C)CC2)cc1	0.9	23.9	6.0	1.5	-10.1%	-0.5%	7.9	1.0%	8.1%	-0.4%	-1.7%
CCC(=O)N1CCc2cc(S(=O)(=O)NCCC(=O)NC3CCCc4ccccc43)ccc21 (stereo not given)	3.9	-12.0	-2.9	4.1	6.9%	0.8%	1.2	1.7%	-13.6%	-3.3%	-6.3%
Cc1ccc(C)c(S(=O)(=O)Nc2ccc(O)cc2)c1	0.0	-19.7	-6.3	1.7	1.1%	0.0%	9.4	0.0%	1.1%	-0.3%	9.2%
COc1ccccc1NC(=O)C1CCN(c2ncccn2)CC1	-0.3	5.2	7.5	0.5	-4.5%	1.2%	-1.9	-5.0%	4.1%	0.2%	-5.9%
COc1cc(OC)cc(C(=O)Nc2cccnc2)c1	1.9	4.1	4.3	1.9	-3.3%	6.3%	-3.2	-1.1%	-5.2%	-0.1%	-11.2%
NC(=O)C1CC(=O)N(c2ccc(OCc3ccc(Cl)cc3Cl)cc2)C1 (stereo not given)	-6.5	-20.3	3.3	2.6	-3.3%	-0.7%	15.6	-1.3%	-1.2%	0.2%	1.0%
COc1ccccc1NC(=S)N1C2CCC1CC(NC(=O)NC13CC4CC(CC(C4)C1)C3)C2 (stereo not given)	4.3	3.9	-1.9	1.6	-0.8%	3.5%	12.2	0.0%	4.9%	0.2%	-22.9%
CC(=O)c1c(C)[nH]c(C(=O)Nc2cc(C)cc(C)c2)c1C	3.4	15.2	13.6	-0.7	8.2%	1.7%	-7.9	1.8%	0.4%	0.1%	28.0%
S=c1[nH]nc(Cc2c[nH]c3ccccc23)o1	-2.4	9.6	5.4	-1.1	-6.6%	-3.1%	-2.0	-0.2%	-10.7%	-1.3%	-0.9%
Cc1cc(-c2ccc(C(C)C)c(S(=O)(=O)NCc3ccco3)c2)on1	19.9	16.0	10.4	0.3	16.4%	-0.9%	0.2	1.0%	-3.8%	-0.2%	-4.3%[0.46 µM]
COc1ccccc1C(=O)Oc1ccc(C(C)(C)C)cc1	-3.2	-13.7	1.3	-2.6	0.6%	0.4%	11.0	0.6%	-17.6%	-0.1%	-6.2%
Cc1ccc(S(=O)(=O)N2CCN(C)CC2)cc1	1.2	-7.7	-4.5	0.2	-33.0%	2.7%	4.8	-0.7%	1.5%	-0.1%	-0.5%
COc1ccc(CN2CCCC(CO)(Cc3ccc(F)cc3F)C2)cc1 (stereo not given)	31.6	13.0	4.0	2.6	-17.6%	6.8%	-34.8	2.4%	-2.9%	-0.9%	-1.4%[11.5 µM]
CC1=CCC2C(=O)N(c3cccc(C(=O)Nc4ccccc4Cl)c3)C(=O)C2C1 (stereo not given)	-9.2	-14.4	12.8	-0.6	5.6%	-5.2%	-3.9	-0.7%	?	0.0%	-0.1%
(cont.)
SMILES	hERG WT inh	Giardia kill	TRPV1 agonist	Coupling enz	Menin MLL FP TR	GALK inhibitor	KCNH2 3.1 block	USP2a block	CXXC DNA block	B2AR arrestin	PKM2 activator
COc1ccccc1CN(C)C(=O)COC(=O)c1cc(C)oc1C	-2.7	2.5	-1.3	nt	nt	nt	1.6	0.9%	nt	-0.2%	nt
Cc1cc(C)cc(N(CC(=O)NCCSc2ccccn2)S(=O)(=O)c2ccccc2)c1	-3.8	-0.4	?	-0.6	-14.8%	3.8%	-7.0	1.0%	-9.5%	-0.3%	-1.6%
Cc1nc(S/C(=C\c2ccc(-c3ccc(C(=O)O)c(Cl)c3)o2)C(=O)O)n[nH]1	-5.8	0.9	0.0	-0.8	nt	-0.9%	-4.2	1.9%	65.8%[activator]	0.0%	10.8%
CCn1nnnc1NC(=O)c1cc(OC)c(OC)c(OC)c1	-0.1	13.0	1.8	-0.8	4.4%	-3.0%	-4.2	1.2%	22.6%	0.2%	0.1%
Cc1cccc(OCC(=O)Nc2ccccc2N2CCCCC2)c1C	0.0	11.0	?	nt	nt	nt	-4.2	1.9%	nt	-0.8%	nt
CC(Sc1ccc2c(c1)OCCO2)C(=O)Nc1ccc2c(c1)OCO2 (stereo not given)	2.9	-5.8	?	0.7	2.1%	13.8%	-9.3	-0.1%	1.9%	-1.0%	0.0%
COc1cc(C(=S)N2CCOCC2)cc(OC)c1O	-4.9	6.1	10.3	1.6	nt	4.3%	12.0	1.3%	-0.7%	-0.6%	9.7%
CCn1c(=O)c(=O)[nH]c2cc(C(=O)NCc3ccc(F)cc3)ccc21	0.8	8.5	-1.1	0.2	1.8%	-1.9%	-2.9	4.1%	10.1%	-0.5%	-1.1%
CC1CCCCC1NC(=O)CCn1c(=O)oc2ccccc21 (stereo not given)	1.7	-12.2	3.1	2.7	10.1%	0.2%	-8.4	-1.9%	4.1%	0.1%	-0.9%
COc1ccc(NC(=O)C2CCCN(c3nn4c(=O)cc(C)nc4s3)C2)cc1 (stereo not given)	-3.1	-3.5	5.8	-0.9	2.0%	nt	-17.8	2.6%	nt	3.2%	-4.6%
O=C(NCCCN1CCCC1=O)C(=O)NCC1OCCN1S(=O)(=O)c1ccc(Br)cc1 (stereo not given)	-2.5	-0.1	8.3	nt	nt	-4.3%	-17.5	-1.0%	4.5%	0.1%	0.7%
CC(C)c1nnc(NC(=O)CCC(=O)N2CCN(c3cccc(Cl)c3)CC2)s1	0.8	23.4	4.9	nt	nt	4.0%	1.8	0.1%	-4.5%	0.3%	nt
CN(C(=O)COC(=O)c1ccc(S(=O)(=O)N2CCOCC2)cc1)C1CCCCC1	8.8	12.5	-0.1	1.6	7.3%	-0.5%	-3.1	6.1%	11.8%	-0.1%	-0.5%
CSc1cccc(NC(=O)/C=C/c2cccc(Cl)c2)c1	2.7	-14.3	?	-4.2	?	0.9%	-27.0	-0.1%	4.6%	-2.2%	-11.5%
CNS(=O)(=O)c1cccc(C(=O)OCCCOC(=O)c2cccc(S(=O)(=O)NC)c2)c1	-3.8	4.6	-1.9	nt	nt	-7.5%	-15.0	1.4%	14.5%	0.2%	1.3%
CN(C(=O)c1ccc2c(c1)OCCO2)c1c(N)n(Cc2ccccc2)c(=O)[nH]c1=O	1.9	16.6	-5.6	nt	nt	nt	10.8	2.1%	nt	4.0%	nt
CC(=O)N(C)c1ccc(NC(=O)N2CCOCC2)cc1	-1.3	17.9	-3.4	3.3	15.4%	6.3%	-2.9	-0.3%	-2.3%	-0.3%	-0.7%[11.5 µM]
Cc1cccc(NC(=O)CNC(=O)c2ccc3nc[nH]c3c2)c1C	-5.4	0.1	-3.8	nt	nt	nt	3.1	0.5%	nt	-0.4%	nt
O=C(COC(=O)C1=NN(c2ccccc2)C(=O)CC1)Nc1nc(-c2ccc(F)cc2)cs1	27.5	-5.7	nt	nt	nt	nt	-5.7	5.1%	nt	0.3%	nt
